# Assay outcomes from PubChem.
# West Nile antiviral – West Nile virus antiviral activity, cell-based, CPE readout (AID 1621) | West Nile virus-infected cells, CPE inhibition; higher % means a stronger effect | 0.02% of 290,000 active | CPE inhibition, % at 10 µM, or IC50 in µM where a hit was titrated; in the data active = a potency from the dose series; inconclusive = CPE inhibition mostly from about 3.7% at the one dose, without a potency; inactive = the rest, 99 in 100 with CPE inhibition below about 2.2%; note: strong numbers were not always called active
# NTR1 agonist – agonists of NTR1, primary screen, imaging, U2OS cells, beta-arrestin-GFP, high content (AID 493036); Neurotensin receptor type 1 (Homo sapiens), P30989; NTR1-U2OS beta-arrestin-GFP spot imaging, agonist mode; activation, % at 20 µM; 0.17% of 330,000 active;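 active = activation at or above 40% of the spot to cytoplasm intensity ratio, with at least 20 cells analyzed; inconclusive = wells under 20 cells, flagged as cytotoxic or low count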;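 note: 0% = DMSO without peptide and 100% = 100 nM NTR1 peptide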
# Target sequence (P30989 whole entry, looked up): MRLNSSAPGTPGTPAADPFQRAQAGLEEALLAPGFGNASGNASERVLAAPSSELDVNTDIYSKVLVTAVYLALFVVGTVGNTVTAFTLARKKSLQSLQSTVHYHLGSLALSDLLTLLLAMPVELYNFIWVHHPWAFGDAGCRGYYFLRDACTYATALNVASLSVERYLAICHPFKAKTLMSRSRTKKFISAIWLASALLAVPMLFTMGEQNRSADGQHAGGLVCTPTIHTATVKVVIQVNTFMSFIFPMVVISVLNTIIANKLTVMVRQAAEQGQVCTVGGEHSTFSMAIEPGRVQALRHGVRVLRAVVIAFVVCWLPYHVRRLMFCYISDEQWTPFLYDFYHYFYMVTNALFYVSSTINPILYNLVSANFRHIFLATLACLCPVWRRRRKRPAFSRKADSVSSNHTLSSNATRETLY
# NS5 inhibitors – Dengue-2 NS5 methyltransferase inhibitors, primary screen, biochemical, confirmation dose response (AID 588689); 0.3% of 340,000 active; one-dose inhibition, % at 25 µM; IC50 in µM for titrated hits; Dengue-2 NS5 methyltransferase capping enzyme assay, biochemical; higher % means a stronger effect; Genome polyprotein (Dengue virus type 2 (strain 16681-PDK53)); in the data active = a potency from the dose series; inconclusive = inhibition above about 29% without an active follow-up result
# SIAH1 antagonists – Siah-1 peptide-binding antagonists, primary screen, biochemical, fluorescence polarization, rhodamine-plectin, uHTS (AID 1817). displacement, % at 20 µM, or IC50 in µM where a hit was titrated. 0.02% of 290,000 active. E3 ubiquitin-protein ligase SIAH1 (Homo sapiens). Siah-1 / rhodamine-plectin peptide fluorescence polarization; higher % means a stronger effect;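 active = displacement of at least 50% at 20 µM, with a fluorescence ratio check between 0.3 and a set limit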;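 note: plate controls were Siah plus tracer with DMSO for no effect and tracer alone without Siah for full effect; strong numbers were not always called active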
# K1F lysis inhibition – inhibition of K1F phage lysis, E. coli UTI89, bacterial capsule biogenesis inhibitors, alamar blue (AID 488966); E. coli UTI89 K1F phage lysis, alamar blue, 2 h; higher % means a stronger effect; one-dose inhibition, % at 100 µM; IC50 in µM for titrated hits; 0.02% of 340,000 active;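 active = phage lysis inhibition, versus mean bacterial control, above a set limit; inconclusive = no clear call, values can overlap the other calls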;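 note: capsule biogenesis inhibitors block K1F phage lysis so surviving cells raise fluorescence; higher fluorescence means more inhibition of phage lysis; actives were called in the ten point dose series up to 300 µM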
# AID2073 – inhibitors of Mint1-CaV2.2 protein interaction, biochemical, HTRF (AID 2073). Voltage-dependent N-type calcium channel subunit alpha-1B (Homo sapiens). HTRF protein-protein interaction, Mint1-CaV2.2; higher % means a stronger effect. inhibition, % at 20 µM, or IC50 in µM where a hit was titrated. 0.19% of 290,000 active; in the data active = inhibition mostly above about 51%, no sharp cut-off; inconclusive = no clear call, values can overlap the other calls; inactive = mostly below about 53%; note: some results filed as inactive read as strong as hits
# RSV antiviral HEp-2 – RSV antiviral activity via CPE protection, HEp-2 cells, primary 10 µM value included (AID 2391) | HEp-2 cells, RSV-induced CPE inhibition; higher % means a stronger effect | one-dose CPE inhibition, % at 10 µM; IC50 in µM for titrated hits | 0.13% of 310,000 active; in the data active = a potency from the dose series; inconclusive = CPE inhibition mostly from about 23% at the one dose, without a potency; inactive = the rest, 99 in 100 with CPE inhibition below about 21%; note: strong numbers were not always called active
# SV40 large T antigen – SV40 large T antigen inhibitors, biochemical (AID 1903); 0.39% of 310,000 active; inhibition, % at 20 µM; hits with a dose series show IC50 in µM; SV40 large T antigen ATPase/helicase inhibition assay; higher % means a stronger effect; in the data active = a potency from the dose series; inconclusive = inhibition mostly from about 32% at the one dose, without a potency; inactive = the rest, 99 in 100 with inhibition below about 32%; note: strong numbers were not always called active
# MgcRacGAP inhibition – MgcRacGAP GTPase-activating activity inhibitors, confirmation, biochemical, ADP Hunter fluorescence. MgcRacGAP-stimulated Rac1 GTP hydrolysis, ADP Hunter fluorescence; higher % means a stronger effect; GST-tagged Rac1 F28L mutant substrate. Rac GTPase-activating protein 1 (Homo sapiens). AID 624330, 2012. 0.6% of 340,000 active. one-dose inhibition, % at 30 µM; IC50 in µM for titrated hits;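 active = first-screen hits whose inhibition reached a set limit at any dose in the follow-up dose series; inconclusive = inhibition above the set first-screen limit but never retested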;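 note: fluorescence reports GDP produced by GAP-driven GTP hydrolysis; strong numbers were not always called active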
# NTR1 agonist cell count 20 µM – further read-out of NTR1 agonist, marked with its call; cell count; measured here: cell count, cytotoxicity flag
# NS5 inhibitors pilot replicate – further read-out of NS5 inhibitors, marked with its call; inhibition, %; measured here: pilot screen replicate inhibition
# * hit, by the source's call; i = inactive; ? = inconclusive; . = not tested or not shown; & = joins results of further samples; [ ] = dose if it differs, or a comment. Outcome played no part in choosing rows; 1.6% or so of the library scored in one or more.
# Preview:
SMILES,West Nile antiviral,NTR1 agonist,NTR1 agonist cell count 20 µM,NS5 inhibitors,SIAH1 antagonists,K1F lysis inhibition,AID2073,RSV antiviral HEp-2,SV40 large T antigen,MgcRacGAP inhibition,others
COc1ccc(C(=O)N/N=C/c2ccc(OC)c(CN3CCCc4ccccc43)c2)cc1,-0.8%,2.5,73,0%,-5%,0.9%[50 µM],6%,0.5%,23%,12%,
Cc1cc(C)c2c(n1)SCC(=O)N2CC(=O)Nc1ccc(C)c(C)c1,-0.5%,18,57,0%,5%,-0.5%,-2%,-0.1%,.,-3%,
Cc1ccc(-n2nnnc2-c2ccco2)cc1,-0.1%,4.6,65,2%,0%,3.0%,-1%,1.0%,5%,9%,
CCOC(=O)c1ccc(NC(=O)CSc2nnc(-c3cccs3)n2C)cc1,-0.2%,-3.9,73,-9%,-2%,3.1%,-2%,6.5%,6%,-2%,

# The list itself, from the first entry:
SMILES,West Nile antiviral,NTR1 agonist,NTR1 agonist cell count 20 µM,NS5 inhibitors,SIAH1 antagonists,K1F lysis inhibition,AID2073,RSV antiviral HEp-2,SV40 large T antigen,MgcRacGAP inhibition,others
COc1ccc(C(=O)N/N=C/c2ccc(OC)c(CN3CCCc4ccccc43)c2)cc1,-0.8%,2.5,73,0%,-5%,0.9%[50 µM],6%,0.5%,23%,12%,
Cc1cc(C)c2c(n1)SCC(=O)N2CC(=O)Nc1ccc(C)c(C)c1,-0.5%,18,57,0%,5%,-0.5%,-2%,-0.1%,.,-3%,
Cc1ccc(-n2nnnc2-c2ccco2)cc1,-0.1%,4.6,65,2%,0%,3.0%,-1%,1.0%,5%,9%,
CCOC(=O)c1ccc(NC(=O)CSc2nnc(-c3cccs3)n2C)cc1,-0.2%,-3.9,73,-9%,-2%,3.1%,-2%,6.5%,6%,-2%,
CCCCn1c(O)c(/C=C2\C=Nc3ccccc32)c(=O)[nH]c1=O,-0.7%,1.7,73,?,-2%,0.2%,7%,1.0%,6%,8%,
CCOc1ccc(/C=N/NC(=O)Cc2cccs2)cc1,0.2%,2.8,32,.,5%,.,5%,1.3%,20%,.,
CCc1ccc(OCC(=O)NCCN(C)C)c(Br)c1,-0.1%,-0.3,25,-6%,2%,0.4%,2%,.,0%,5%,
O=C(Cc1cn2ccsc2n1)NCCc1ccc(F)cc1,0.1%,-0.4,42,-3%,-4%,0.3%,7%,0.6%,-1%,13%,
Cc1ccc2nc(-c3cccc(N)c3)oc2c1,-0.2%,-0.1,60,1%,2%,0.4%,27%,1.8%,1%,5%,
CC(C)=NNC(=O)C1=NNC(=O)C1,-0.1%,2.5,57,.,2%,.,-1%,-0.2%,13%,.,
COc1ccc(C(=O)c2c3ccccc3[n+]([O-])n2CCCN)cc1,.,0.4,83,7%&5%,.,0.0%&3.8%,.,-1.4%,13%,7%&10%,NS5 inhibitors pilot replicate=3.7
Cc1ccccc1OCC(=O)O/N=C(\N)c1ccncc1,0.7%,1.5,44,-9%,3%,0.3%,-2%,0.7%,7%,2%,
O=C(Nc1ccc2nc3n(c(=O)c2c1)CCCCC3)c1ccccn1,0.0%,-4.3,50,-3%,5%,-0.6%,6%,1.3%,8%,3%,
CCOC(=O)Nc1ccc2c(COC(=O)C(NS(=O)(=O)c3ccc(Cl)cc3)C(C)O)cc(=O)oc2c1 (stereo unspecified),.,2.4,50,6%,.,0.2%,.,.,.,0%,
COc1ccc(NC(=O)NCCC2=CCCCC2)cc1,-0.5%,-1.2,95,-16%,-4%,0.1%,26%,2.0%,-4%,11%,
CCCCc1ccc(NC(=O)Nc2cnccn2)cc1,0.3%,6.3,60,-7%,14%,1.1%[50 µM],9%,-0.7%,9%,7%,
Cc1ccc2c(Cl)cc(Cl)c(OCC(=O)OCC(=O)Nc3ccc(C#N)cc3)c2n1,0.0%,0.5,82,-3%,-4%,1.5%[50 µM],4%,0.5%,13%,9%,
O=C(NNC(=O)C12CC3CC(CC(C3)C1)C2)c1ccco1,-0.1%,1.9,43,-2%,-4%,i,5%,3.0%,.,0%,
O=C(O)c1cc(-c2cccnc2)nc2ccc(Br)cc12,0.7%,-0.6,29,-4%,5%,-0.5%,40%,1.2%,10%,-4%,
Cc1ccc(C(=O)Nc2nc3c(s2)CCCC3)o1,-0.6%,0.2,81,0%,-1%,0.2%,-2%,-1.4%,23%,7%,
COc1cc(OC)cc(C(=O)NNC(=O)C(=O)Nc2cc(OC)c(Cl)cc2OC)c1,0.8%,0.6,57,-2%,10%,0.6%,18%,5.8%,6%,9%,
CCC(=N\NC(=O)COc1ccccc1OC)/C(CC)=N/NC(=O)COc1ccccc1OC,.,-0.4,55,3%,.,0.4%[50 µM],.,0.2%,.,-1%,
Cc1ccc(C)c2[nH]c(=O)c(CN(Cc3nnnn3C3CCCCC3)CC3CCCO3)cc12 (stereo unspecified),-0.4%,1.9,41,-4%,-1%,-0.4%,3%,6.1%,13%,6%,
Cc1nnc(SCC(=O)N(C)CC(=O)Nc2ccccc2Cl)s1,.,-0.9,43,-3%,.,0.9%[50 µM],.,1.9%,5%,4%,
O=C(O)CSCC(=O)Nc1ccccc1,0.9%,-0.4,61,-2%,.,2.2%,.,2.7%,.,7%,

# Carrying on.
SMILES,West Nile antiviral,NTR1 agonist,NTR1 agonist cell count 20 µM,NS5 inhibitors,SIAH1 antagonists,K1F lysis inhibition,AID2073,RSV antiviral HEp-2,SV40 large T antigen,MgcRacGAP inhibition,others
CCN(C(=O)c1ccc(N2CC3CC(C2)c2cccc(=O)n2C3)c(NC(=O)c2ccncc2)c1)c1cccc(C)c1 (stereo unspecified),0.0%,-0.4,66,-6%,1%,0.1%,-4%,-0.3%,6%,-1%,
O=S(=O)(CCN1CCN(c2ccccn2)CC1)c1ccc(F)cc1,0.5%,1.8,55,-4%,7%,-0.9%,4%,1.1%,7%,7%,
COc1ccc(CCNC(=O)C(=O)c2c(C)[nH]c3ccccc23)cc1,0.0%,1.4,52,1%,5%,0.5%,7%,1.7%,7%,11%,
CC(C)NC(=O)c1nn(C)c2ccccc12,0.3%,0.5,73,-5%,1%,-0.1%[50 µM],3%,1.4%,9%,3%,
Fc1ccc(N2Cc3ccsc3C=N2)cc1,-0.3%,-1.0,57,.,0%,0.1%,23%,2.9%,4%,2%,
O=C(C1=C[C@H](c2ccc(C(F)(F)F)cc2)C[C@H](OCCCCO)O1)N1CCOCC1,-0.6%,1.4,104,-1%,-1%,0.7%,2%,-0.6%,5%,3%,
COc1ccc(CNC(=O)COC(=O)c2n[nH]c3ccccc23)cc1,0.2%,-1.1,31,.,-1%,0.0%,-5%,3.7%,10%,19%,
COc1cc2c3nnc(-c4ccc(F)cc4)c-3cn(Cc3ccccc3)c2cc1OC,2.3%,49*,61*,?,5%,-2.4%,26%,1.4%,1%,-1%,
Cc1cccc(OCCCCCN2CCOCC2)c1,-1.5%,0.1,61,1%,6%,0.2%,-7%,0.1%,9%,13%,
CCN(CC)C(=O)CSc1nnc(-c2ccco2)n1N,-0.3%,-0.7,73,-3%,5%,0.2%,-1%,0.9%,11%,6%,NS5 inhibitors pilot replicate=-5.2
O=C(/C(=N\Nc1ccc([N+](=O)[O-])cc1)Sc1nnnn1-c1ccccc1)c1ccccc1,0.4%,4.3,42,23%,0%,-0.2%[50 µM],0%,9.0%,-3%,7%,
Nc1c(C(=O)c2ccccc2)sc(Nc2ccccc2)c1S(=O)(=O)c1ccccc1,0.2%,2.0,80,2%,19%,0.3%,12%,7.1%,23%,8%,NS5 inhibitors pilot replicate=-0.9
COc1cc(C)ccc1S(=O)(=O)NC1CC(C)(C)NC(C)(C)C1,-1.5%,-1.2,60,-3%,-2%,-0.2%,6%,-2.5%,6%,5%,NS5 inhibitors pilot replicate=1.5
CCOC(=O)c1c(C)n(CC(O)CN(C)C)c2cc(Br)c(OC)cc12 (stereo unspecified),1.5%,0.1,103,-6%,3%,-0.2%,7%,-2.1%,10%,16%,
Cc1ccccc1C(=O)NC1CCN(CC(=O)N2CCCCC2C)CC1 (stereo unspecified),-0.8%,-1.5,40,-2%,3%,0.0%,14%,0.4%,8%,3%,
Cc1ccc(S(=O)(=O)Nc2ccc3c(c2)nc(CCN2CCN(c4ccccn4)CC2)n3C)cc1,-0.2%,3.6,64,-6%,8%,0.1%,3%,0.7%,19%,19%,
CN(CC(=O)Nc1ccc(Cl)c(Cl)c1)CC(=O)Nc1ccc2c(c1)OCO2,.,1.4,70,-1%,.,-1.0%[50 µM],.,.,.,5%,
COC(=O)c1sccc1NC(=O)c1csc(C)c1,0.5%,14,51,4%,5%,4.1%,5%,-0.3%,8%,9%,
NC(=O)C1CCN(c2cc(N3CCOCC3)ccc2[N+](=O)[O-])CC1,0.0%,1.3,41,2%,3%,0.3%,5%,2.2%,2%,-6%,
COc1ccc(C(O)c2ncc(C(F)(F)F)cc2Cl)cc1 (stereo unspecified),-0.5%,-1.6,88,-5%,2%,0.1%,-1%,2.5%,10%,.,
COC(=O)C1CCN(C(=O)COC(=O)c2ccc(N3CCCC3=O)cc2)CC1,.,3.0,67,-5%,.,0.7%[50 µM],.,.,.,6%,
CCC(C)[C@H](NC(=O)N1CCCCC1)C(=O)OC (stereo partly specified),0.3%,-0.6,51,4%,16%,1.9%,-4%,-0.1%,9%,-5%,
O=C1c2ccncc2C(=O)N1c1cccc(Cl)c1,-0.3%,2.1,83,-4%,1%,0.1%,-3%,0.8%,2%,8%,
C=C(C)c1cccc(C(C)(C)NC(=O)NCC2CCCO2)c1 (stereo unspecified),0.2%,1.2,48,-5%,3%,0.3%,-7%,0.7%,.,5%,
Cc1ccc(C(=O)c2c3ccc([N+](=O)[O-])cc3[n+]([O-])n2CCC(N)=O)cc1,?,-3.7,96,-3%,-3%,0.1%,10%,4.5%,21%,14%,
CC(C)(C)NC(=O)Cn1nnc(-c2cccs2)n1,0.4%,0.4,58,-3%,2%,0.1%,0%,0.7%,-3%,3%,
CC(C)(C)NC(=S)N/N=C/c1c(Cl)cccc1Cl,0.1%,3.8,51,-2%,0%,0.2%,2%,3.9%,1%,6%,
CCn1c(SCC(=O)Nc2cc(OC)ccc2OC)nc2c(c1=O)SCC2,-0.8%,-0.2,79,-6%,-2%,-0.2%,8%,?,4%,8%,
